All columns: NCI-60 one-dose screen, growth in % after 48 h at 10 µM unless noted; 100 = growth as untreated, 0 = no growth, -100 = all killed.
RXF 393 = RXF 393 renal cancer cells. hit rate 6.9% among 77,000. AID 1794773
NCI-H322M = NCI-H322M lung cancer. AID 1794733. hit rate 2.7% among 80,000
NCI-H23 = NCI-H23 lung cancer | AID 1794731 | hit rate 4% among 80,000
NCI-H522 = NCI-H522 lung cancer; hit rate 8% among 78,000; AID 1794739
COLO 205 = COLO 205 colon cancer | hit rate 7.3% among 79,000
NCI-H460 = NCI-H460 lung cancer. hit rate 6.8% among 82,000
A498 = A498 renal cancer cells; hit rate 5.4% among 76,000; AID 1794774
HT29 = HT29 colon cancer | hit rate 7.4% among 81,000 | AID 1794748
NCI-H226 = NCI-H226 lung cancer | hit rate 3.5% among 79,000
The depositor's hits bear a star; / = not tested or not shown; & = joins results of further samples. The calls were made as follows: active = growth percent below 10; inactive = the rest. No enrichment for hits; about 12% have a hit in one of these screens.

SMILES	RXF 393	NCI-H322M	NCI-H23	NCI-H522	COLO 205	NCI-H460	A498	HT29	NCI-H226
Cc1ccc(C)n1-c1ccc(Cl)cc1	/	141	91	88	120	116	86	104	104
Cc1ccc(CNc2ncnc3[nH]ncc23)cc1	106	125	96	94	104	101	86	105	92
COc1ccccc1NC(=O)Nc1cc(C(C)C)c(O)cc1C	86	116	99	88	109	100	87	125	94
CN1CCCc2cc(/C=C3\SC(=S)N(c4cc(N)cc(C(=O)O)c4)C3=O)ccc21	99	108	94	90	113	105	94	105	93
CN(C)CCC(c1ccccc1)c1cc(Cl)ccn1 (stereo unspecified)	88	96	103	114	114	106	101	99	92
COc1cc(CC#N)c([N+](=O)[O-])cc1OC	112	105	96	102	110	106	107	108	105
Cc1noc(C)c1-c1cc(O)cc(C(O)c2ccccc2)c1 (stereo unspecified)	/	48	68	22	37	67	-3.3*	35	65
Clc1ccc(Cn2ccc3nc(Cl)nc(Cl)c32)c(Cl)c1	104	97	63	35	114	99	121	93	61
CC(Oc1ccc(C(=O)NS(=O)(=O)c2ccccc2Cl)cc1C(F)(F)F)c1ccc(Oc2ccccc2)cn1 (stereo unspecified)	99	107	105	91	133	108	107	127	100
CC1(C)CC(=O)C(Cn2c(-c3ccccc3)nc3ccccc32)C(=O)C1	99	99	100	91	109	100	78	104	103
Cn1cc(-c2ncnc3ccc(-c4cnc(Cl)c(NS(C)(=O)=O)c4)cc23)c2ccccc21	-27*	0.9*	30	17	16	8.9*	-43*	12	16
CC1(C)CC[C@]2(CO)CC[C@]3(C)C(=CC[C@@H]4[C@@]5(C)C/C(=C/c6cccnc6)[C@H](O)C(C)(C)[C@@H]5CC[C@]43C)[C@@H]2C1	97	95	72	78	87	72	/	73	80
Clc1nccc2c(-c3csc(-c4c[nH]c5ccccc45)n3)c[nH]c12	12	81	69	18	33	12	33	24	39
CCN1CCN(c2nc(NN3C(=O)c4cccc5cccc(c45)C3=O)nc(N3CCOCC3)n2)CC1	105	113	97	88	117	101	77	113	101
O=C1c2ccccc2-c2cccc3c(-c4ccc5c6c(cccc46)-c4ccccc4C5=O)ccc1c23	102	89	99	85	103	112	118	92	104
COc1ccc(/C=C/c2cc(/C=C/c3ccc(OC)c(OC)c3OC)on2)c(OC)c1OC	95	93	93	65	114	99	106	83	104
CCN(CC)C(=O)Cn1cc(C(N)=O)nn1	111	91	94	90	115	97	105	104	101
O=c1[nH]nc(SCc2ccccc2)c(=S)[nH]1	97	101	115	110	116	107	63	105	90
CCn1cc(C(=O)O)c(=O)c2cc(F)c(N3CCNCC3)cc21	118	/	108	104	102	104	117	109	92
Cc1ccc2oc(=O)cc(C3OC4=C(C(=O)CCC4)C3c3cc(=O)oc4ccc(C)cc34)c2c1 (stereo unspecified)	106	103	99	68	109	109	105	84	103
O=C1c2ccccc2C(=O)c2c1cc1c(c2[N+](=O)[O-])OCO1	-64*	47	4.1*	-47*	48	3.4*	-45*	32	26
CN1CCN(Cc2ccc(NC(=O)c3cncc(C#Cc4cnc(N)c5ccncc45)c3)cc2C(F)(F)F)CC1	-30*	20	15	24	-16*	8.9*	-23*	9.9*	-13*
CCN1CCN(c2ccc3c4c(cccc24)C(=O)N(c2cccc(-c4nn(-c5ccccc5)cc4-c4nc5ccccc5s4)c2)C3=O)CC1	89	112	101	111	93	115	138	91	87
CC(=O)CCC(=O)OCc1ccccc1	111	122	101	100	122	126	138	107	102
CCCCCCCCC(C)(O)CC (stereo unspecified)	96	103	102	79	108	114	117	107	100

One compound at a time, as listed above. Order of values: RXF 393 | NCI-H322M | NCI-H23 | NCI-H522 | COLO 205 | NCI-H460 | A498 | HT29 | NCI-H226
Results for CN(C)CCC(c1ccccc1)c1cc(Cl)ccn1 (stereo unspecified) = 88 | 96 | 103 | 114 | 114 | 106 | 101 | 99 | 92
Results for O=C1c2ccccc2C(=O)c2c1cc1c(c2[N+](=O)[O-])OCO1 = -64* | 47 | 4.1* | -47* | 48 | 3.4* | -45* | 32 | 26
Results for CC(=O)CCC(=O)OCc1ccccc1 = 111 | 122 | 101 | 100 | 122 | 126 | 138 | 107 | 102

Only NCI-H322M, for some of the entries so far:
Molecule,NCI-H322M
CN(C)CCC(c1ccccc1)c1cc(Cl)ccn1 (stereo unspecified),96
COc1cc(CC#N)c([N+](=O)[O-])cc1OC,105
Cc1noc(C)c1-c1cc(O)cc(C(O)c2ccccc2)c1 (stereo unspecified),48

The main list resumes with the 5 entries that preceded the break.
SMILES	RXF 393	NCI-H322M	NCI-H23	NCI-H522	COLO 205	NCI-H460	A498	HT29	NCI-H226
O=C1c2ccccc2C(=O)c2c1cc1c(c2[N+](=O)[O-])OCO1	-64*	47	4.1*	-47*	48	3.4*	-45*	32	26
CN1CCN(Cc2ccc(NC(=O)c3cncc(C#Cc4cnc(N)c5ccncc45)c3)cc2C(F)(F)F)CC1	-30*	20	15	24	-16*	8.9*	-23*	9.9*	-13*
CCN1CCN(c2ccc3c4c(cccc24)C(=O)N(c2cccc(-c4nn(-c5ccccc5)cc4-c4nc5ccccc5s4)c2)C3=O)CC1	89	112	101	111	93	115	138	91	87
CC(=O)CCC(=O)OCc1ccccc1	111	122	101	100	122	126	138	107	102
CCCCCCCCC(C)(O)CC (stereo unspecified)	96	103	102	79	108	114	117	107	100
CC1=C(C(=O)c2ccccc2)C(c2ccc3ccccc3c2)n2c(nc3ccccc32)N1 (stereo unspecified)	100	103	80	93	113	91	163	99	62
CCCCCCCCCCCCCCCCN=Cc1cc(Cl)ccc1O	130	94	96	92	100	104	100	98	103
COc1c(/C=N/NC(N)=O)c(OC)c(OC)c2c1CCO2	108	93	103	93	105	115	/	97	103
COc1ccc(N2N=C(c3ccc4c(c3)OCO4)CC2c2cccc(NC(=O)CCCNS(=O)(=O)c3ccc(Cl)cc3)c2)cc1 (stereo unspecified)	63	80	85	34	86	73	75	68	71
COC1=CC(=O)C[C@@H](C)[C@]12Oc1c(Cl)c(OC)cc(OC)c1C2=O	87	105	93	81	106	110	114	104	100
Cc1nc2ccc(Br)cn2c1C(=O)NCc1ccc(OCc2cn(Cc3ccc(Br)cc3)nn2)cc1	107	99	104	88	95	95	76	102	83
O=C(CSc1nnc2sc(Nc3ccccc3)nn12)c1ccc(Cl)cc1	105	97	100	84	93	101	99	88	93
Cc1ccc(NC2=CC(=O)C(=O)c3ccccc32)c(C)c1	86	58	-26*	48	85	-57*	109	48	/
CCOc1ccc(C2=NNC(=O)CC2)cc1	103	104	108	84	104	102	85	100	90
CC(=O)Oc1cccc(C)c1	102&106	99&106	99&104	96&95	107&106	97&104	93&94	99&103	89&101
N#Cc1ccc(C(=O)CSc2nc3c(c(Nc4cccc(S(N)(=O)=O)c4)n2)CCCC3)cc1	84	103	92	63	114	100	/	110	84
